Source: PubChem BioAssay
Rin1 Abl inh – human Rin1-Abl interaction inhibition. inhibition, % at 7.35 µM. hit rate 0.4% among 360,000. AID 588664. TR-FRET Rin1/Abl binding, biochemical. P00519+Q13671; in the data active means inhibition above about 5%, passing the limit was not always enough
MT1-MMP act inh – blocks activation of human MT1-MMP. HT1080 RFP-PRO-GFP cells, GFP/RFP ratio fluorescence, overnight; percent of plate control window, DMSO zero. hit rate 0.061% among 360,000. GFP/RFP ratio change, % at 20 µM;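 active means GFP/RFP ratio change of at least 30% with cell ATP level not reduced by more than half and red fluorescence within 50% of control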; further: strong numbers were not always called active
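Assay system: HT1080 cells carrying an RFP-PRO-GFP reporter | Dosing: Single dose of 20 µM compound, 1% DMSO final | Incubation: Cells overnight before dosing, compound overnight, 37 °C, 5% CO2 | Evaluation: GFP/RFP fluorescence ratio | Control set: DMSO and RFP-L50D-GFP cell wells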
MsrA act – activates bovine MsrA enzyme | activation, % at 10.6 µM | hit rate 0.3% among 360,000 | purified bovine MsrA, absorbance read-out; in the data active means activation above about 7.5%;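 further: 0% = vehicle and 100% = reference activator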
MLLE-PAM2 inh – inhibitors of microRNA-mediated deadenylation, human PABP1 MLLE binding; GST-MLLE / FITC-PAM2 fluorescence polarization; hit rate 0.36% among 360,000; inhibition, % at 20 µM; P11940; in the data active means inhibition above about 35%, passing the limit was not always enough;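 further: plate controls were DMSO wells with GST-MLLE for no effect and wells lacking GST-MLLE protein for full effect; some results filed as inactive read as strong as hits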
eLon inh – inhibitors of E. coli Lon protease | purified E. coli Lon protease, fluorescence polarization | AID 602123 | inhibition, % at 7.94 µM | hit rate 0.42% among 360,000; in the data active means inhibition above about 13%, passing the limit was not always enough;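 further: 0% = enzyme with probe and DMSO and 100% = no enzyme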
Target sequence (P0A9M0 whole entry, looked up): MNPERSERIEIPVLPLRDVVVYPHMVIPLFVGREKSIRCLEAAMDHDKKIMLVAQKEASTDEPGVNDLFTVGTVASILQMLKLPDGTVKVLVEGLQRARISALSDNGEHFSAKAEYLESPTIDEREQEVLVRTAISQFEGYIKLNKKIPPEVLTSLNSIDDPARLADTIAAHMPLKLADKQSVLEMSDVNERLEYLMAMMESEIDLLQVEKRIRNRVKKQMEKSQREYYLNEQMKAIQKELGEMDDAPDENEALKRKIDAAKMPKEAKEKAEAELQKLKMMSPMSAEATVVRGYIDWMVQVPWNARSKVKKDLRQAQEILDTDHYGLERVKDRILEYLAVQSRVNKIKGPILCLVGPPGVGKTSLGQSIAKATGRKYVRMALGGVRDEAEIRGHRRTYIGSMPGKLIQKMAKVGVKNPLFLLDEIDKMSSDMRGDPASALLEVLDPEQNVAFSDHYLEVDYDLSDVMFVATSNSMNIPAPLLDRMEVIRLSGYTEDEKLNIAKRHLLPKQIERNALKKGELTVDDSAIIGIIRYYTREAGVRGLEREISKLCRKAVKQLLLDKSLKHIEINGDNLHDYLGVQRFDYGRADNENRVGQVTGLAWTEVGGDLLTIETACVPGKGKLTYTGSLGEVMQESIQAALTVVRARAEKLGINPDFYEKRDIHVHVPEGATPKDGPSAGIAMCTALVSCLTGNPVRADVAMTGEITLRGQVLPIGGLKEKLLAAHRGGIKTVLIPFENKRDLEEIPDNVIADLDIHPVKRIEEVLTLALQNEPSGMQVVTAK
SKN-1 inh – inhibitors of C. elegans SKN-1; C. elegans VP596 Pgst-4::GFP/RFP ratio, acrylamide-induced, 24 h; inhibition, % at 21.8 µM; hit rate 0.49% among 360,000; AID 624304;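 active means interference check ratio from 0.5 to 1.5 plus GFP to RFP signal ratio inhibition reaching or exceeding a fixed threshold, cut at about 30% in these data, passing the limit was not always enough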; further: some compounds called inactive have numbers as strong as hits
CendR NRP1 mod – modulators of CendR peptide binding to human neuropilin-1. inhibition, % at 25 µM. hit rate 0.85% among 360,000. FAM-RPARPAR peptide binding to NRP-1, fluorescence polarization. O14786. AID 602438;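 active means inhibition or corrected inhibition above about 18%, plus a signal ratio from 0.5 to 1.5, limit read from the data, passing the limit was not always enough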; further: strong numbers were not always called active
FAS-TE inh – FAS thioesterase (human) inhibition; P49327; recombinant FAS-TE, OMFH fluorogenic substrate, fluorescence endpoint; inhibition, % at 15 µM; hit rate 0.67% among 360,000; AID 602261;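 active means compounds whose normalised, plate-corrected inhibition of enzyme fluorescence in the single-dose primary screen is 50% or more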;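 further: 0% = DMSO with enzyme and 100% = substrate without enzyme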
Neddylation inh – blocks human cullin neddylation. calls only at 25 µM. TR-FRET cullin neddylation, biochemical. hit rate 0.58% among 360,000. AID 651699; in the data active means inhibition above about 36%
Starred values were filed as active, the others as inactive; i = inactive; . = not tested or not shown; & = joins results of further samples.

SMILES	Rin1 Abl inh	MT1-MMP act inh	MsrA act	MLLE-PAM2 inh	eLon inh	SKN-1 inh	CendR NRP1 mod	FAS-TE inh	Neddylation inh
O=C(N[C@@H](Cc1c[nH]c2ccccc12)C(=O)O)c1ccccc1Cl	-2	1	-4	-6	-3	0	-8	-5	i
C=CCn1nc(C(=O)Nc2ccc(OC)cc2)cc1-c1sc(NC(=O)c2ccccc2)nc1C	.	-4	.	.	.	0	-15	.	i
COc1cccc(OC)c1C(=O)Nc1ccccc1Sc1ccccc1	0	-1	-2	-3	13	8	-20	30	i
CSc1cccc(N2CC(C(=O)N(CC(C)C)c3c(N)n(Cc4ccccc4)c(=O)[nH]c3=O)CC2=O)c1 (configuration not stated)	-1	-4	0	-25	-9	17	-13	1	i
COC(=O)C1(C)NC(c2ccc(O)cc2)C2C(=O)N(c3ccccc3)C(=O)C21 (configuration not stated)	-3	1	-8	3	-5	14	3	-3	i
CCN(Cc1ccccc1)S(=O)(=O)c1ccc(OC)c2ncccc12	-1	1	-4	-1	-11	1	-7	-5	i
COc1cc(C(=O)N(C)C2CCCCC2)cc(OC)c1OC	1	0	0	-4	-11	21	3	-3	i
COc1ccc(-n2cnnc2SC(C)C(=O)Nc2cccc([N+](=O)[O-])c2)cc1 (configuration not stated)	-1	2	-5	3	-5	4	-2	0	i
CC(C)C[C@H](NC(=O)c1nc[nH]c1C(=O)NCC(=O)OCc1ccccc1)C(=O)OCc1ccccc1	0	-4	-2	-4	2	1	8	24	i
Cc1ccc(NC(=O)CSc2nnc(C)c(=O)n2N)cc1	1	-7	-5	26	-7	13	-9	-3	i
O=C(O)Cc1csc(-c2cccc(Oc3ccccc3)c2)n1	-1&-2	3&2	-5&-3	-2&3	3&-4	-6&10	-9&0	-1&-2	i
CC(C)c1[nH]nc2c1C(c1cccc(OC(=O)N3CCOCC3)c1)C(C#N)=C(N)O2 (configuration not stated)	3	4	-5	2	-3	-6	-2	-5	i
C/C(=N\NC(=O)C(O)c1ccccc1)c1ccc(C)s1 (configuration not stated)	2	-3	-10	12	1	-12	-11	0	i
O=C(OCc1ccccc1)N1CCC2CC1c1cc(Cl)ccc12 (configuration not stated)	1	2	-1	16	2	-14	3	27	i
COc1cccc(CN(C)C(=O)c2ccccc2Sc2ccccc2C#N)c1OC	2	-5	-2	28	4	-3	13	5	i
CCOc1ccc(/C=C(\C#N)C(=O)Nc2cccnc2)cc1	1	-1	-2	-4	1	2	-15	2	i
CCCCc1ccc(NC(=O)CSc2nc(=O)n(CCN(CC)CC)c3c2CCC3)cc1	3	4	0	-2	-5	12	-7	-18	i
CCOc1ccc(S(=O)(=O)N(CC(=O)NCc2cccnc2)c2ccc(F)cc2)cc1	2	3	-4	5	11	-3	14	-2	i
Cc1onc(-c2ccc(Cl)cc2)c1-c1ccnn1S(=O)(=O)c1cccc(C(F)(F)F)c1	-2	-1	-2	-4	-4	8	-4	37	i
O=C(NCC(=O)N(Cc1ccccc1)C(C(=O)NC1CCCC1)c1ccncc1)c1ccco1 (configuration not stated)	0	6	-3	-11	-8	-12	-3	-16	i
Cc1cc(C(=O)N(CCC#N)Cc2cccs2)no1	-1	0	-8	2	-2	-15	16	-1	i
COc1ccc(-n2nc(C(=O)NCC(=O)N3CCN(c4ccccn4)CC3)c3ccccc3c2=O)cc1	2	3	1	-4	-7	-1	-2	1	i
COC(=O)C1(Cc2ccc3c(c2)CCC3)Cc2ccc3c(c2C1=O)CCC3 (configuration not stated)	2	-4	-2	4	-6	-1	-2	29	i
CN(C)C(=N)c1n[nH]nc1SCc1ccccc1	0	-3	7	7	4	-6	10	-7	i
COc1cc(NC(=O)CSc2ccc(-c3cccnc3)nn2)cc(OC)c1	-1	1	0	-10	-5	14	-12	-4	i
C[C@]12CC[C@@H]3c4ccc(O)cc4C(=O)C[C@H]3[C@@H]1CC[C@@H]2O	1	0	-1	-3	-2	5	1	-2	i
O=C(NCCN1CCC(n2c(=O)[nH]c3ccccc32)CC1)c1ccc(F)cc1	.	2	-3	.	2	-8	17	-10	i
O=S(=O)(Nc1ccc(N2CCCCC2)cc1)c1ccc(F)c(F)c1	-2	1	-2	3	4	2	3	10	i
COCCOC(=O)C1=C(C)NC(=O)N(C(C)=O)C1c1ccc(Cl)cc1 (configuration not stated)	2	0	-2	5	4	7	-14	-6	i
CN(C)c1ccc(N=Cc2cccn2C)cc1	-1	39*	0	25	-6	14	6	-8	i
CCn1nc(C)c(NC(=O)c2cnn3c(C(F)F)cc(-c4ccccc4)nc23)c1C	-3	3	-4	-10	-1	5	1	0	i
CC(C)(C)c1nc(Sc2ccc([N+](=O)[O-])cn2)n[nH]1	-1	2	-4	13	2	7	0	13	i
COc1ccc(C2N(c3cccc(Cl)c3)C(=O)C3CCCN32)cc1 (configuration not stated)	-1	5	-2	14	-1	5	-12	1	i
CC(C)c1ccc(C2CC(=O)N3CN(Cc4ccco4)CSC3=C2C#N)cc1 (configuration not stated)	0	-2	-4	7	-8	-16	-20	-3	i
CCOC(=O)C1CCN(c2ncnc3c(C)csc23)CC1	-1	4	0	4	1	15	1	-2	i
CCOC(=O)/C(=N\Nc1ccc(Br)cc1)N1CC(C)OC(C)C1 (configuration not stated)	1	-7	-3	11	-1	10	1	15	i
COc1ccc(S(=O)(=O)N2CCN(Cc3ccccc3)CC2)c(C)c1	1	-2	-2	12	-9	4	17	17	i
CC1(c2ccccc2)NC(=O)N(CC(=O)N2CC(=O)Nc3ccccc32)C1=O (configuration not stated)	2	-3	-1	-35	-13	12	5	-8	i
Cc1cc(Cl)ccc1OC(C)C(=O)Nc1ccc([N+](=O)[O-])cn1 (configuration not stated)	-2	-1	-3	-4	-2	-6	26*	52*	i
CC(C)Cn1c(CN2CCN(C(=O)c3ccco3)CC2)nc2c1c(=O)n(C)c(=O)n2C	3	2	-1	1	-2	-7	-5	-2	i
Cc1ccc(C(=O)Nc2c(-c3cccs3)c(=O)c3ccccc3n2C)cc1	-2	-14	-2	-12	-2	-17	-9	-3	i
COc1ccc(N(C(=O)COc2ccc(F)cc2)S(=O)(=O)c2ccc(C)cc2)cc1	-1	2	-2	17	-1	-5	-10	18	i
CCOc1cc(N2CCOCC2)c(OCC)cc1NC(=O)c1nn(CC)c(=O)c2ccccc12	1	2	-3	-2	-5	3	8	21	i
O=C(c1nc2ccc(Cl)cn2c1CN1CCCC(CO)C1)N1CCc2ccccc2C1 (configuration not stated)	-2	-1	-2	-19	-3	2	17	-3	i
CN(C(=O)c1ccc(OC2CCN(CCc3ccccc3)CC2)cc1)C1CCOCC1	4	2	-4	1	-13	9	-1	-4	i
O=C(c1ccccc1)N1CCN(C(=O)c2ccc(OC(F)(F)F)cc2)CC1	0	-4	-2	6	-6	-13	0	-3	i
C=CCOc1ccc(C2C(C(=O)c3ccco3)=C(O)C(=O)N2c2nnc(C)s2)cc1 (configuration not stated)	-5	-14	-7	19	0	-9	-24	-5	i
Cc1ccc(S(=O)(=O)N(CCc2ccccc2)c2ccc3c(c2)C2CC3CCN2C(=O)OCc2ccccc2)cc1 (configuration not stated)	-1	-17	-2	-6	8	-2	11	26	i
CN1C[C@H]2CON(C)[C@H]2C[C@H]1c1cccc(-c2ccc(C#N)cc2)c1	-2	1	-2	-8	-9	3	-8	-9	i
CC(=O)N(CN1C(=O)C2C3C=CC(C3)C2C1=O)c1cccc(Cl)c1 (configuration not stated)	4	1	-2	-10	5	17	2	-8	i
Cc1ccc(S(=O)(=O)Nc2cc(=O)[nH]c(SCc3ccccc3Cl)n2)cc1	1	2	-4	6	-1	8	9	-11	i
O=C(NCCCNCCCNC(=O)c1ccc(/C=N/O)nc1)c1ccc(/C=N/O)nc1	-7	0	-3	5	7	1	3	-7	i
Cc1oc2c(c(C)cc3oc(=O)c(CC(=O)N[C@H](C(=O)O)C(C)C)c(C)c32)c1C	1	4	2	8	-3	10	4	-8	.
O=C(Nc1ccc(Oc2ccccc2)nc1)C1CCN(Cc2ccccc2)CC1	0	3	-2	4	-6	-5	-6	-5	i
CCOc1ccccc1N(C(C)=O)S(=O)(=O)c1ccc(Cl)cc1	-1	1	-2	-5	3	-14	10	-4	i
CCc1ccc(CN(C)Cc2nc(Cc3cccc(C(F)(F)F)c3)no2)nc1	2	-1	3	3	0	-7	17	3	i
COc1ccc(CC(=O)NCCC2=CCCCC2)cc1	1	1	0	-4	-2	2	-68	-1	i
COc1ccc(CCNS(=O)(=O)c2ccc3oc(C(=O)O)c(C)c3c2)cc1OC	3	3	-2	3	-2	9	-3	-3	i
CCC1CCCCN1C(=O)CSc1nc(C)cc(C)n1 (configuration not stated)	4	-1	-9	-1	-1	-9	-4	-6	i
CC(C)CN(C(=O)COC(=O)c1cccnc1Cl)c1c(N)n(Cc2ccccc2)c(=O)[nH]c1=O	0	-1	-4	-3	-7	-5	6	-3	i

Sorted by the number under MLLE-PAM2 inh (descending): 4 from the list above
smiles | Rin1 Abl inh | MT1-MMP act inh | MsrA act | MLLE-PAM2 inh | eLon inh | SKN-1 inh | CendR NRP1 mod | Neddylation inh
CN(C)c1ccc(N=Cc2cccn2C)cc1 | -1 | 39* | 0 | 25 | -6 | 14 | 6 | i
O=C(Nc1ccc(Oc2ccccc2)nc1)C1CCN(Cc2ccccc2)CC1 | 0 | 3 | -2 | 4 | -6 | -5 | -6 | i
C[C@]12CC[C@@H]3c4ccc(O)cc4C(=O)C[C@H]3[C@@H]1CC[C@@H]2O | 1 | 0 | -1 | -3 | -2 | 5 | 1 | i
CSc1cccc(N2CC(C(=O)N(CC(C)C)c3c(N)n(Cc4ccccc4)c(=O)[nH]c3=O)CC2=O)c1 (configuration not stated) | -1 | -4 | 0 | -25 | -9 | 17 | -13 | i

Additional records.
SMILES	Rin1 Abl inh	MT1-MMP act inh	MsrA act	MLLE-PAM2 inh	eLon inh	SKN-1 inh	CendR NRP1 mod	FAS-TE inh	Neddylation inh
CCOC(=O)Cn1c(C)c(Br)c(COC)c(C#N)c1=O	0	1	0	0	-10	4	-1	2	i
O=C(O)C1=C[C@H](c2cccs2)C[C@H](OCc2ccc(CO)cc2)O1	-2	-1	-4	0	-4	-17	-15	-8	i
Cc1nc2ccccc2n1/N=C/c1ccc([N+](=O)[O-])o1	-3	-12	-9	-5	-11	-20	8	-7	i
CCCCC(=O)Nc1nnc(SCC(=O)NCC2CCCO2)s1 (configuration not stated)	2	2	-6	5	-11	12	-7	-5	i
COC1=CC(=O)C=C(OC)C1(O)CC(C)=O	0	-6	-5	-4	-5	-2	-7	-6	i
COC(=O)c1sccc1NC(=O)CN(C)NS(=O)(=O)c1ccc(Cl)cc1	2	5	-4	-2	-10	-5	6	-4	i
O=C(CN(CCc1ccccc1)S(=O)(=O)c1ccc(Br)cc1)N/N=C/c1ccccc1C(=O)O	4	-5	-9	3	4	0	1	9	i
COc1nc(-c2ccccc2)cc(-c2ccc3c(c2)OCO3)c1C#N	-2	-10	-5	-23	-3	7	6	10	.
Cc1ccc(C2(C)NC(=O)N(CC(=O)N3CCN(S(=O)(=O)c4cccc([N+](=O)[O-])c4)CC3)C2=O)cc1 (configuration not stated)	0	-2	-3	5	-7	-6	0	18	i
CCOC(=O)c1cnc2c(C)cccc2c1NCCCN1CCOCC1	-1	-2	-4	-9	-4	11	3	-2	i
O=c1[nH]nc(-c2ccc(F)cc2)cc1Cc1ccccc1	0	3	-4	11	32*	-16	0	6	i
